WRN helicase inh: inhibitors of human WRN helicase; actives 0.46% (n = 360,000); WRN helicase unwinding, fluorescent forked duplex, kinetic; Potency, µM (highest dose often 114 µM), inactives show at the highest dose activity change, negative = inhibition, usual class: inhibitors; AID 651768; further: potency means the concentration at half of the fitted maximal effect; on the % scale 0 is the no-effect control and ±100 the full control effect; nearly all actives have a fitted effect of over 55% in size
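Screening of the MLSMR collection measured strand separation of a quenched forked DNA duplex (100 nM) by 20 nM WRN with 2 mM ATP, all final. Compounds were preincubated with enzyme 15 min at room temperature.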
PLK1 PBD block: blocks phosphopeptide binding to human PLK1 polo-box domain | Plk1 PBD binding of FITC phosphopeptide, fluorescence polarization | Potency, µM, inactives show max response, negative = inhibition, most hits filed as inhibitors | actives 2.8% (n = 360,000); further: potency means the concentration at half of the fitted maximal effect; series mostly up to about 57 µM; on the % scale 0 is the no-effect control and ±100 the full control effect; nearly all actives have a fitted effect of over 65% in size
Target sequence (P53350 whole entry, looked up, the tested form may be a part): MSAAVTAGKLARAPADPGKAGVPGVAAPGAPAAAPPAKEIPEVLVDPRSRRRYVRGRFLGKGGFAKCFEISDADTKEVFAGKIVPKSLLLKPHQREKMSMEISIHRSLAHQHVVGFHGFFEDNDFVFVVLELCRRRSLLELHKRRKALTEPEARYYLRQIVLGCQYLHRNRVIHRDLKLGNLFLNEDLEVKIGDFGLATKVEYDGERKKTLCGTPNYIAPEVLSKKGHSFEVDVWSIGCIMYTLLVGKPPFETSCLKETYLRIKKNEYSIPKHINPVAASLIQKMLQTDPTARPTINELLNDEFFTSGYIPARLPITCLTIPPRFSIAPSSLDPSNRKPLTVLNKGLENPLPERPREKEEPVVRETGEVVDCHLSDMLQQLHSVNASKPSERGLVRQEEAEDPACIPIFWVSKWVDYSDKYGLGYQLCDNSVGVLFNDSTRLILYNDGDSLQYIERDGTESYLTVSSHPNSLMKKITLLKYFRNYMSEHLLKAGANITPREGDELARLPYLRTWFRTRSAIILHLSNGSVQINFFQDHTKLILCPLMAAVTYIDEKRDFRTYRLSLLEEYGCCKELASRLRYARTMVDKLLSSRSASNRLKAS
PI5P4K alpha inh: blocks human PI5P4K alpha kinase activity; P48426; PI5P4Kalpha enzyme, ADP-Glo luminescence, 60 min; hits give low values; max response, %; actives 1.2% (n = 330,000); active means max response of -50% or lower; inconclusive means between -30% and -50%; inactive means -30% or higher; further: value at the top dose of about 77 µM; on the % scale 0 is the no-effect control and ±100 the full control effect
Target sequence (P48426 whole entry, looked up): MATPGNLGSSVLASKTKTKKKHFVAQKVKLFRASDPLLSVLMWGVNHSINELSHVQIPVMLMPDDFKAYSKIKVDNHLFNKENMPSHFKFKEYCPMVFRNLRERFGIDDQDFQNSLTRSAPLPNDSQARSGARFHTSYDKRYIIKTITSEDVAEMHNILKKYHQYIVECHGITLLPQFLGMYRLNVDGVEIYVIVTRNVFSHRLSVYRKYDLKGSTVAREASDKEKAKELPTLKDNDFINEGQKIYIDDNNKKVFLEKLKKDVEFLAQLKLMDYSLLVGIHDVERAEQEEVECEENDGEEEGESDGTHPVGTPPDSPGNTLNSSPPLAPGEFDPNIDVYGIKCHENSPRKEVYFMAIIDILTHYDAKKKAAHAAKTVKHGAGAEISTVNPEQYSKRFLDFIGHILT
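ADP-Glo luminescence end-point after a 60 min room-temperature kinase reaction. PI5P4Kalpha and substrate in HEPES pH 7.4 buffer with EGTA, 0.1% CHAPS and 5% DMSO; ATP at 5 microM final.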
CCT modulator: changes cytosolic chaperonin activity. purified chaperonin ATPase assay, HTRF ADP detection, 30 min. activity change, % (no concentration beside the values), hits read low. actives 0.3% (n = 360,000). AID 651819; in the data active means activity change below about -30%; further: on the % scale 0 is the no-effect control and ±100 the full control effect
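Nucleotide hydrolysis assay: TRiC at 20–40 nM final (set by batch activity) with 10 uM ATP, 30 min at 37 °C, in presence of 76 uM compound. Detection by competitive ADP HTRF, 30 min ambient.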
EPAC1 agonist: EPAC1 (human) agonism. O95398. EPAC1 agonist qHTS, biochemical assay; response scale: 100% = response to 6.5 mM cAMP. Potency, µM (titrated, usually from 154 µM), without a hit: at the top dose activation, usual class: activators. actives 0.073% (n = 360,000); further: potency means the concentration at half of the fitted maximal effect; nearly all actives have a fitted effect of over 60% in size
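EPAC1 100 nM, Rap1B–BODIPY-GDP 250 nM, unlabeled GDP 50 uM; compound titration; 5 min RT; kinetic read ex480/em540 at 5-min intervals ×30 min; data normalized to 6.5 mM cAMP agonist control.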
IL-2 act: IL-2 activation; IL-2 activation reporter assay, cell-based qHTS; stimulated with anti-CD3/CD4/CD28 beads; in transgenic mouse T cells; activation, % (series mostly up to about 46 µM); actives 0.065% (n = 360,000); in the data active means activation above about 50%; inconclusive means mostly about 30% to 49%; further: 0% is about no effect
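Unstimulated transgenic mouse T cells, 750 per well, received compound and, after 60 minutes, anti-CD3/anti-CD4 bead plus anti-CD28 stimulation. EGFP and DsRed were quantified after 18 hours.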
EPAC1 antagonist: blocks human EPAC1 exchange factor | O95398 | EPAC1 GEF assay, Rap1b-BODIPY-GDP exchange fluorescence | Potency, µM (series often up to 115 µM), without a hit: at the top dose activity change, negative = inhibition, hits mostly inhibitors | actives 0.14% (n = 360,000) | AID 720709;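 further: potency means the concentration at half of the fitted maximal effect; plate controls were vehicle for no effect and positive control for full effect; nearly all actives have a fitted effect of over 50% in size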
EPAC2 ag: agonists of human EPAC2 (RAPGEF4); AID 720711; EPAC2 activation, biochemical qHTS; response scale: 100% = 6.5 mM cAMP response; Potency, µM (titrated, usually from 154 µM), for the others: at the top dose activation, hits mostly activators; actives 0.079% (n = 360,000); Q8WZA2; further: potency means the concentration at half of the fitted maximal effect; nearly all actives have a fitted effect of over 50% in size
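Compounds were titrated in qHTS against a Rap1B-BODIPY-GDP (250 nM) complex with EPAC2 (100 nM) and GDP (50 uM). BODIPY-GDP release tracked at 480/540 nm over 30 min at room temperature, normalized to 6.5 mM cAMP.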
The depositor's hits bear a star; ? = inconclusive; . = no result given. Unless noted, the call rests on the fitted dose curve; in most records, active means well fitted curve in the direction sought with a large enough effect; inconclusive means small, poorly fitted or top-dose-only effect, or another doubt; inactive means no such curve, though single readings can be large; an effect the other way counts as inactive or inconclusive. An excerpt; the hit share may differ from the screen's.

SMILES	WRN helicase inh	PLK1 PBD block	PI5P4K alpha inh	CCT modulator	EPAC1 agonist	IL-2 act	EPAC1 antagonist	EPAC2 ag
CCOC(=O)c1c(NC(=S)Nc2ccccc2)sc2c1CCN(C)C2	11.4%	?	-23.0	1.4	-6.8%	0.0	20.6%	0.9%
Cn1nc(C(=O)Nc2ccc(Br)cc2)cc1C(=O)Nc1ccc(Br)cc1	-5.5%	-12.8%	-2.2	-6.5	10.1%	-0.3	-3.3%	12.4%
COc1ccc(NC(=O)CN(C)CC(=O)Nc2cccc3ccccc23)c(OC)c1	-24.9%	-4.8%	-6.6	-0.8	3.9%	-4.0	13.4%	3.1%
Cc1ccc(S(=O)(=O)Cc2ccc(C(=O)OCc3ccccc3)cc2)cc1	-1.1%	-2.5%	3.6	2.1	16.6%	10.3	2.8%	11.6%
COc1ccc(Cl)cc1NC(=O)COC(=O)CCCN1C(=O)c2ccccc2C1=O	?	-8.3%	-7.8	-2.7	12.7%	-1.4	-18.0%	17.4%
CCC[N+]1(CC#CC(O)(c2ccccc2)C2CCCCC2)CCCCC1 (stereo not drawn)	-26.1%	5.7%	3.1	1.3	-2.8%	0.2	10.6%	3.8%
CC(NC(=O)Cn1nc(C(F)(F)F)c2c1CCC2)c1ccccc1 (stereo not drawn)	8.1%	-0.4%	6.1	0.8	-11.1%	-1.0	7.4%	6.3%
COc1ccc(CCNC2CC(=O)N(CCc3ccccc3)C2=O)cc1OC (stereo not drawn)	6.2%	0.9%	.	0.2	3.7%	-3.6	10.0%	-3.9%
CC(NC(=O)C1CC(=O)N(c2ccc3c(c2)OCCO3)C1)c1ccccc1 (stereo not drawn)	11.5%	-9.5%	7.2	1.2	10.8%	-2.8	8.2%	2.7%
COC(=O)/C(=C/c1ccccc1)NC(=O)c1ccco1	-17.0%	-9.0%	-7.5	-6.2	9.9%	0.4	2.8%	17.1%
Cc1ccccc1C(=O)NCCCNC(=O)c1ccco1	-0.5%	2.2%	-6.4	-3.2	-5.6%	-0.2	4.4%	0.0%
O=C(CNC(=O)c1ccc2ccccc2c1)NC1CCCCC1	-29.6%	-9.1%	-7.9	-0.1	-7.5%	-0.7	-13.8%	0.1%
O=C(NOCc1ccccc1)c1ccc(Cl)cc1	2.7%	-5.7%	-2.5	-0.2	8.0%	0.8	-24.6%	8.2%
COc1ccc(Cl)cc1NC(=O)CN(C)CC(=O)Nc1ccc2c(c1)OCO2	9.0%	-4.5%	-3.5	-0.9	-5.9%	-6.0	-15.2%	2.9%
COc1ccc(OC)c(NC(=O)COC(=O)CCS(=O)(=O)c2ccc(Cl)cc2)c1	-1.5%	-0.6%	0.2	-0.6	-8.9%	-4.1	-8.6%	4.8%
Cc1ccc(-c2cc(C(=O)NCCCn3ccnc3)c3ccccc3n2)s1	-5.0%	-2.7%	7.6	-0.8	-7.1%	0.0	-0.7%	3.1%
C=C(C)COc1ccc(C2NC(=O)c3ccccc3O2)cc1OCC (stereo not drawn)	-18.6%	-4.6%	8.0	-0.5	3.3%	3.7	-6.5%	2.7%
CC1=NN(C(=O)CSCc2ccccc2)C(O)(c2ccccc2)C1 (stereo not drawn)	-0.4%	-11.4%	0.1	-0.4	0.5%	-0.3	8.0%	6.7%
COc1cccc(N2CCN(C(=O)c3cc(-c4ccccc4)nc4c3cnn4C(C)C)CC2)c1	-14.6%	-4.9%	10.9	0.8	-1.3%	-0.8	?	0.7%
COc1ccc(NC(C)=O)cc1S(=O)(=O)N1CCn2cccc2C1C (stereo not drawn)	-6.3%	-1.9%	-11.4	-1.6	-0.7%	0.2	4.8%	1.6%
CCc1ccccc1NC(=O)C1CCCN1C(=O)Nc1ccc(C)cc1 (stereo not drawn)	1.5%	-0.4%	-3.5	1.6	1.9%	5.7	-15.8%	8.4%
Cc1cccc(NC(=O)N2CCCC(CNC(=O)c3ccccc3Cl)C2)c1C (stereo not drawn)	-0.8%	-0.9%	-3.3	1.2	-2.5%	0.5	15.1%	-2.4%
Cc1ccccc1NC(=O)/C=C1\SC(=O)NC1=O	-16.5%	-10.7%	-5.9	0.5	-0.1%	0.2	11.7%	5.4%
CCN(C(=O)N1CCOCC1)c1ccccc1	-3.0%	-4.0%	8.3	2.7	-4.3%	4.0	2.9%	5.1%
COC[C@@H]1NS(=O)(=O)c2ccc(Br)cc2O[C@H]1c1ccccc1	-15.5%	-10.2%	0.8	-6.6	-4.1%	1.0	-12.2%	6.1%
Cc1cccc(NC(=O)C(=O)NCC2CCCN2S(=O)(=O)c2cccs2)c1C (stereo not drawn)	0.2%	0.9%	-10.3	-0.1	0.6%	-3.2	1.4%	6.3%
CC1CCc2sc(C(=O)NNC(=S)NCC3CCCO3)cc2C1 (stereo not drawn)	0.3%	-17.1%	-1.4	0.4	15.9%	3.8	12.9%	-3.3%
O=C(CSc1nnc(-c2ccc(S(=O)(=O)N3CCCC3)cc2)o1)NCC1CCCO1 (stereo not drawn)	2.2%	-11.2%	5.8	-0.3	12.8%	2.4	-12.0%	10.1%
CCOc1ccccc1C(=O)NCC(=O)Nc1ccc2c(c1)OCO2	-6.6%	2.3%	2.4	0.7	-2.2%	3.0	9.8%	-1.8%
O=C(OCC(=O)N1CCCc2ccccc21)c1ccc(F)c(S(=O)(=O)N2CCOCC2)c1	3.8%	-4.3%	-0.3	2.1	9.2%	-5.7	-9.2%	5.1%
COc1cc(OC)c(C2Nc3cccc4cccc(c34)N2)c(OC)c1	-11.5%	-16.1%	-10.2	-0.6	-1.8%	-2.7	-12.5%	21.7%
CC(C)c1cc(NCCN2CCOCC2)n2c(nc3ccccc32)c1C#N	0.6%	-21.1%	1.2	-0.9	-7.7%	-2.6	2.7%	5.7%
O=C(c1ccccc1)c1ccc(OCC(O)CNCc2ccc(Cl)cc2)cc1 (stereo not drawn)	-6.3%	0.4%	16.2	-0.2	-3.6%	-1.3	-2.6%	12.7%
Cc1ccc(CSc2nnc(-c3ccncc3)n2CC2CCCO2)cc1 (stereo not drawn)	6.5%	-1.2%	-0.9	-2.0	-0.2%	-1.7	-20.2%	7.3%
CN(C)CCCn1c(-c2ccccc2)nc(=S)c2c1CCCC2	-0.4%	-13.9%	0.3	-3.1	3.0%	-3.9	-10.2%	4.7%
COc1cc(OC)c(C(=O)N2CCCC2)cc1OC	-3.0%	-4.5%	-0.4	-0.2	0.6%	2.3	-9.3%	-1.5%
O=C(Nc1ccccc1)C1CCCN1S(=O)(=O)c1ccc(Br)cc1 (stereo not drawn)	-1.0%	-13.0%	-0.9	1.7	4.9%	-0.4	-7.7%	16.9%
OCC1CCCCN1C(=S)Nc1ccc(Cl)cc1Cl (stereo not drawn)	1.4%	-18.4%	1.3	-1.0	-8.4%	1.2	-16.7%	11.1%
O=C(N1CCOCC1)N1CCN(c2nc(-c3ccccc3)cs2)CC1	4.4%	-9.4%	-0.4	-1.9	-2.9%	0.3	-17.7%	-0.9%
CSc1ccc(/C=N/NC(=O)C[n+]2ccccc2)cc1	8.8%	-11.0%	-6.9	-2.1	7.0%	-1.6	-21.3%	13.6%

An excerpt taken from the entries so far:
SMILES	WRN helicase inh	PLK1 PBD block	PI5P4K alpha inh	CCT modulator	EPAC1 agonist	IL-2 act	EPAC1 antagonist	EPAC2 ag
Cc1ccccc1NC(=O)/C=C1\SC(=O)NC1=O	-16.5%	-10.7%	-5.9	0.5	-0.1%	0.2	11.7%	5.4%
CCN(C(=O)N1CCOCC1)c1ccccc1	-3.0%	-4.0%	8.3	2.7	-4.3%	4.0	2.9%	5.1%
COC[C@@H]1NS(=O)(=O)c2ccc(Br)cc2O[C@H]1c1ccccc1	-15.5%	-10.2%	0.8	-6.6	-4.1%	1.0	-12.2%	6.1%
Cc1cccc(NC(=O)C(=O)NCC2CCCN2S(=O)(=O)c2cccs2)c1C (stereo not drawn)	0.2%	0.9%	-10.3	-0.1	0.6%	-3.2	1.4%	6.3%

More structures
SMILES	WRN helicase inh	PLK1 PBD block	PI5P4K alpha inh	CCT modulator	EPAC1 agonist	IL-2 act	EPAC1 antagonist	EPAC2 ag
O=C(Nc1nc2ccc(Oc3ccccc3)cc2s1)c1cc([N+](=O)[O-])ccc1N1CCOCC1	-4.6%	-19.7%	-3.4	-2.1	-3.7%	-0.4	5.1%	1.7%
CCOC(=O)CC(NC(=O)c1cccs1)c1ccc(C)cc1 (stereo not drawn)	7.3%	-12.6%	-7.0	-1.9	4.6%	-3.2	-21.6%	7.0%
O=C(COc1ccccc1Cl)OCC(=O)N1CCN(S(=O)(=O)c2ccccc2)CC1	-10.1%	-1.2%	0.4	1.5	2.8%	-1.1	7.7%	2.9%
COc1ccc(CNC(=O)C2CCCN(S(=O)(=O)c3ccc4c(c3)CCCN4C(C)=O)C2)cc1 (stereo not drawn)	1.7%	-1.5%	2.1	0.2	3.2%	-4.9	-11.8%	3.9%
Cc1cccc(C)c1-n1c(SCC(=O)Nc2ccc(C(=O)O)cc2)nnc1-c1cccc(S(=O)(=O)N(C)C)c1	2.5%	-0.9%	?	-1.4	-9.0%	0.6	-8.1%	-2.2%
CCOC(=O)C1CCCN(C(=O)c2cc3cc(OC)c(OC)cc3[nH]2)C1 (stereo not drawn)	-5.9%	6.4%	-5.8	0.2	-0.3%	-3.3	-9.4%	2.2%
Cc1c(Cl)cccc1NC(=O)C1CC2CCC1C2 (stereo not drawn)	5.9%	2.0%	2.0	-0.9	7.2%	0.5	-7.6%	1.4%
O=C(c1cc(-c2cccc(O)c2)on1)N1CCN(C(c2ccccc2)c2ccccc2)CC1	-14.4%	5.7%	4.5	-1.9	-2.1%	-3.6	?	15.0%
CCOC(=O)N1CCC(N(CCN(C)C)C(=S)Nc2ccccc2Cl)CC1	1.8%	3.8%	0.1	-0.5	18.5%	-1.0	14.1%	-2.1%
O=C(NCc1cccnc1)C1CCN(S(=O)(=O)c2cccs2)CC1	5.1%	-3.4%	.	-2.7	0.6%	-1.6	2.6%	0.3%
Cc1ccc(N2CCN(CCCN3C(=O)C4CCCN4C3=O)CC2)cc1 (stereo not drawn)	-26.8%	-14.9%	1.9	-2.8	11.8%	-1.0	2.5%	2.2%
Cc1[nH]c2ccccc2c1CN1CCC(Cc2ccccc2)CC1	-11.9%	-9.5%	0.2	-3.2	8.1%	-0.9	5.2%	6.7%
Cn1c(=O)c2c(nc(N/N=C/c3cccs3)n2Cc2ccccc2)n(C)c1=O	-14.1%	-2.9%	-1.0	-0.6	-1.3%	-3.3	7.0%	-7.7%

Assay outcomes deposited in PubChem BioAssay by National Center for Advancing Translational Sciences (NCATS).
